# ABHD5-PLIN5 inh – blocks binding of human ABHD5 to perilipin-5 | inhibition, % at 4 µM | Split G. princeps luciferase complementation, luminescence, 4 h | actives 0.78% (n = 360,000) | Q00G26+Q8WTS1;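 active = inhibition above the mean inhibition across every tested compound plus 3 SD, cut at about 22% in these data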;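 also: 0% = DMSO only wells and the 100% control is not disclosed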
# NOD2 RIPK2 PPI – blocks binding of human NOD2 to RIPK2. O43353. CHO BLA complementation NOD2-RIPK2, CCF4 ratio. inhibition, % at 4.98 µM. actives 0.38% (n = 360,000). AID 624267; in the data active = inhibition above about 21%;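 also: 0% = vehicle only and 100% = reference blocker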
# Target sequence (O43353 whole entry, looked up): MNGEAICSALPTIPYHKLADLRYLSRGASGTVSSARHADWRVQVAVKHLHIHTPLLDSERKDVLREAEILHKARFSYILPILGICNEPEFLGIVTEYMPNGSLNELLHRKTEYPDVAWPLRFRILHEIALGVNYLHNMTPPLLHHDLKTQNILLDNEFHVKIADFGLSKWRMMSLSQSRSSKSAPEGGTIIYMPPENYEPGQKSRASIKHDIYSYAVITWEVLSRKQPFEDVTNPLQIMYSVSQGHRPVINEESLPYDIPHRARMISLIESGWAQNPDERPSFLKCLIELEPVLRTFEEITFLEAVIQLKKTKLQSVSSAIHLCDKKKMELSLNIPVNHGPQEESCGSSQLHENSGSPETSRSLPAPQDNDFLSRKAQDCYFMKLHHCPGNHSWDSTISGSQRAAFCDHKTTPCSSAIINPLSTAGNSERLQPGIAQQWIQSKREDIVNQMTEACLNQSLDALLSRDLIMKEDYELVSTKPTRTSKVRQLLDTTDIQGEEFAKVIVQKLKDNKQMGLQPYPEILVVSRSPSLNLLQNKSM
# Vif imaging – blocks HIV Vif function; HEK293T cells, Vif self-association by quenched fluorescence, imaging, 24 h; inhibition, % at 7.49 µM; actives 0.35% (n = 340,000); AID 602346; in the data active = inhibition above about 50%, passing the limit was not always enough; also: some results filed as inactive read as strong as hits
# Exocytosis inh – lytic granule exocytosis inhibition. TALL-104 LAMP-1 surface exposure, flow cytometry; cells stimulated with thapsigargin and PMA. actives 0.66% (n = 360,000). inhibition, % at 10 µM;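 active = inhibition above about 55%, limit read from the data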
# TLR9-MyD88 inh – TLR9-MyD88 interaction inhibition. CHO BLA complementation TLR9-MyD88, CCF4 FRET ratio. inhibition, % at 4.98 µM. actives 0.21% (n = 340,000);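 active = inhibition above the mean over all tested compounds plus 3 SD, cut at about 21% in these data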;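 also: 0% = DMSO only wells and 100% = clavulanate BLA inhibitor control wells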
# ABCB6 inh 2 – inhibitors of human ABC transporter ABCB6; Q9NP58; K562-ABCB6 porphyrin accumulation, flow cytometry, 1 h; hits give low values; fluorescence ratio to DMSO, % at 10 µM; actives 0.19% (n = 360,000);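 active = fluorescence ratio to DMSO below 75%, the collection mean minus 3 SD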;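 also: signal is porphyrin accumulated inside mitochondria; 100% equals median channel fluorescence of DMSO control wells; lower ratio means ABCB6 inhibition with less porphyrin fluorescence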
# MC4R ag barr – agonists of human melanocortin 4 receptor (MC4R) beta-arrestin | P32245 | U2OS MC4R beta-arrestin complementation, luminescence; percent of melanotan II response, DMSO zero | activation, % at 8.9 µM | actives 0.98% (n = 360,000) | AID 540308;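 active = activation above a per-plate cutoff, the mean activation of sample wells on that plate plus 3 SD, cut at about 8% in these data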
# Target sequence (P32245 whole entry, looked up): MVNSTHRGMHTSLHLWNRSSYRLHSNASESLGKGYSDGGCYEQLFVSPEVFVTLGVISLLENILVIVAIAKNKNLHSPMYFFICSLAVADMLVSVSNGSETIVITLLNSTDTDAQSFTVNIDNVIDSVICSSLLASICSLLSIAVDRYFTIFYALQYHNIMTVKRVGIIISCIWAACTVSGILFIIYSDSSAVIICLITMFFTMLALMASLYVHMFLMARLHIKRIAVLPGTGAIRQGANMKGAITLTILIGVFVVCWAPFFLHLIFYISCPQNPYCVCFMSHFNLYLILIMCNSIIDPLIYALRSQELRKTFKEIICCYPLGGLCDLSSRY
# aDG glyco up – increases alpha dystroglycan glycosylation | Pro5-aDG cells, alpha-DG glycosylation AlphaScreen (IIH6); 0% Pro5, 100% B10-LARGE cell signal | AID 624168 | activation, % at 10 µM | actives 0.22% (n = 360,000);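 active = activation of at least 8% versus controls, or a plate z-score of at least 8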;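 also: Pro5 are CHO cells carrying HIG-tagged alpha-DG that lacks glycosylation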
# N-glyco inh – blocks N-linked glycosylation in D54 reporter cells; D54 ERlucT glycosylation luciferase reporter, 24 h; percent of 100 nM tunicamycin response; actives 0.23% (n = 360,000); reporter increase, % at 12.5 µM;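 active = mean luciferase reporter signal, scaled so untreated is 0 and the glycosylation-blocking control 100, at or above a set limit in every replicate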;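 also: luciferase carries N-glycosylation sites so blocking glycosylation raises the light; 0% = median of neutral control wells and 100% = median of 100 nM tunicamycin wells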
# MC4R antag cAMP – antagonists of human melanocortin 4 receptor (MC4R); AID 540295; actives 0.48% (n = 360,000); inhibition, % at 6.5 µM; MC4R-expressing cells, MTII-stimulated cAMP, LANCE TR-FRET;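 active = inhibition above its plate's cutoff, the mean of tested wells on that plate plus 3 SD, cut at about 29% in these data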;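 also: 0% = Melanotan II alone and 100% = Melanotan II plus saturating MCL0020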
#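 System – human MC4R-expressing U2OS cells · Also added – Melanotan II · Dosing – one concentration, 6.5 µM nominal · Timing – 30-min compound, 1-h challenge, 1-h detection, room temperature · Measured by – Eu-cAMP/anti-cAMP TR-FRET, emission 671 nm · Replicates – singlicate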
# * marks the source's active call; other numbers are inactive results; . = no result given; & = joins results of further samples.
cpd	Molecule	ABHD5-PLIN5 inh	NOD2 RIPK2 PPI	Vif imaging	Exocytosis inh	TLR9-MyD88 inh	ABCB6 inh 2	MC4R ag barr	aDG glyco up	N-glyco inh	MC4R antag cAMP
1	CC1CN(Cc2nc3c(c(=O)n(C)c(=O)n3C)n2CCc2ccccc2)CC(C)O1 (stereo not given)	-13	-3	4	0	-5	100	-0.2	0.3	0	-5
2	COc1cccc(-c2cccc(NC(=O)C3CCN(CC4CCOC4)CC3)c2)c1 (stereo not given)	-1	-3	0	7	-6	105	-2.2	0.6	0	-4
3	NC[C@H]1O[C@@H](n2ccc(N)nc2=O)[C@H](O)[C@@H]1O	-1	-1	-2	-2	.	97	.	1.6	-1	.
4	Cc1nc2ncnn2c(Nc2ccc3c(c2)OCCO3)c1C	5	-2	3	1	-3	101	-0.4	0.1	4	0
5	N#Cc1cc(-c2ccccc2)nc(NN)n1	2	-10	-3	3	-2	83	-1.7	0.0	-1	0
6	CCOC(=O)c1cc2c(=O)n3ccccc3nc2n(C(C)C)c1=NC(=O)c1c(-c2ccccc2Cl)noc1C	2	-9	-3	-7	-1	95	-0.1	-0.3	-8	11
7	COc1cccc(C2=CC(=O)C[C@H](c3ccc(Cl)cc3)C2)c1	-6	1	-3	3	5	96	2.1	0.1	-3	4
8	O=C(NCC1(c2ccccc2)CCCC1)C1(c2ccccc2)CCCC1	-6	-1	-28	19	-8	107	0.7	0.3	-9	20
9	COc1ccc(C(=O)N2CCN(c3ccc(C)cc3)CC2)cc1OC	-3	5	-1	-2	-7	97	-1.5	0.2	-1	16
10	CN(C(=O)c1cccs1)c1ccc(OCC(=O)N2CCC(C(N)=O)CC2)cc1	3	-3	3	-5	5	82	-4.1	-0.4	0	5
11	Cc1ccsc1C(=O)OC1CCOC1=O (stereo not given)	3	-13	-2	3	-5	94	0.1	0.0	0	20
12	CC(C)c1ccc(CN2CCN(C(=O)CCl)CC2)cc1	3	-3	-25	6	4	94	0.8	0.9	0	-6
13	Cc1cc2c(n1-c1ccc(Cl)cc1)CC(C)(C)CC2=O	-4	8	-6	-5	-8	95	0.7	0.1	-1	-3
14	Cc1nnc(SCC(=O)Nc2nsc(-c3ccc(C(C)(C)C)cc3)n2)s1	-4	3	-3	4	-10	91	-1.2	0.3	-14	9
15	COCCNS(=O)(=O)c1cc(Br)ccc1OC	2	-3	-2	0	10	117	-0.4	0.0	1	5
16	Cn1c(CN2CCCCC2)nc2cc([N+](=O)[O-])ccc21	0	-4	-2	0	2	98	-2.7	-0.4	-2	0
17	O=C(C=Cc1ccccc1O)c1ccccc1O	73*	5	5	6	-7	92	-2.2	-0.3	33*	-4
18	O=C(NCCS(=O)(=O)N1CCN(c2ccc(F)cc2)CC1)c1ccc(Br)o1	-3	3	-6	9	-4	92	1.8	0.0	-1	22
19	Cc1cc(-c2ccco2)n(-c2ccccc2)n1	17	6	-2	4	-4	101	-0.9	0.0	0	-4
20	COc1cc(C(=O)OCC(=O)c2cc(C)n(CC3CCCO3)c2C)ccc1OCC(=O)N1CCOCC1 (stereo not given)	4	-11	-2	-2	2	99	6.3	0.0	-2	-3
21	Cc1ccc(CN2CCC(n3nccc3NC(=O)CCOc3ccccc3)CC2)cc1C	-1	5	-7	-4	5	95	0.3	-0.4	-2	-2
22	C=C(C)CNC(=S)NNC(=O)c1ccc(Br)cc1	-3	-2	-3	1	0	98	-1.1	-0.2	0	2
23	COc1ccc(NC(=O)c2ccc(CN3CCN(c4ccccc4)CC3)cc2)cc1	3	1	-3	2	4	97	2.5	0.4	-10	0
24	O=C(O)c1ccc2cccc(O)c2n1	-3	4	-2	-10	.	97	-1.4	0.0	2	-1
25	Cc1ccc(-n2c(=O)[nH]cc(C(=O)Nc3ccc4c(c3)OCCO4)c2=O)cc1	1	-7	15	1	-4	102	-1.8	-0.3	2	7
26	O=C(Nc1ccccc1C(=O)Nc1ccccc1C(=O)NCc1ccco1)c1ccco1	12	9	-3	18	-13	80	-0.3	-0.2	-6	-5
27	O=C(CCC1CCCCC1)NC1CCCCC1	-4	0	7	-3	1	93	-5.2	0.1	4	7
28	Cn1nc(C(F)(F)F)cc1-c1ccc(/C=C(\C#N)C(=O)c2cccc(C(F)(F)F)c2)s1	6	-2	0	3	.	97	-0.1	0.6	2	3
29	CC1(C)CC(=O)c2cc(C(=O)NNc3ccccc3)c(=O)n(-c3ccccc3)c2C1	-2	-2	6	-1	-4	101	-2.1	1.0	-2	26
30	COc1ccc(NC(=O)CCOc2ccc(C)cc2)c(OC)c1	3	-3	3	-1	1	96	-0.3	0.0	1	2

# Two compounds picked at random from those above, as already listed:
cpd	Molecule	ABHD5-PLIN5 inh	NOD2 RIPK2 PPI	Vif imaging	Exocytosis inh	TLR9-MyD88 inh	ABCB6 inh 2	MC4R ag barr	aDG glyco up	N-glyco inh	MC4R antag cAMP
10	CN(C(=O)c1cccs1)c1ccc(OCC(=O)N2CCC(C(N)=O)CC2)cc1	3	-3	3	-5	5	82	-4.1	-0.4	0	5
11	Cc1ccsc1C(=O)OC1CCOC1=O (stereo not given)	3	-13	-2	3	-5	94	0.1	0.0	0	20

# Later entries
cpd	Molecule	ABHD5-PLIN5 inh	NOD2 RIPK2 PPI	Vif imaging	Exocytosis inh	TLR9-MyD88 inh	ABCB6 inh 2	MC4R ag barr	aDG glyco up	N-glyco inh	MC4R antag cAMP
31	CCc1ccc(CN(C)C(=O)C2CCC(=O)N(Cc3cccc(OC)c3)C2)nc1 (stereo not given)	3	-7	5	6	-4	94	-1.4	-0.1	4	-6
32	Cc1nn(CCCC(=O)Nc2cc(Oc3ccc(F)cc3)cc([N+](=O)[O-])c2)c(C)c1[N+](=O)[O-]	4	4	-3	-4	2	95	1.3	1.2	-3	14
33	CC(C)(C)OC(=O)Nc1ccc([C@@H](NC(=O)OC(C)(C)C)C(=O)OC(C)(C)C)cc1	8	-5	7	15	4	99	0.5	0.5	-1	9
34	CCc1ccccc1NC(=O)CN(C)Cc1c(O)ccc2ccccc12	24*	3	14	20	6	98	4.9	0.0	-1	15
35	O=C(NCC1(N2CCCCC2)CCCCC1)c1ccc(NS(=O)(=O)c2ccccc2)cc1	-11	-9	6	7	-1	105	-3.8	-0.2	-8	-8
36	COc1ccccc1NC(=O)Oc1cccc(OC(=O)c2ccccc2)c1	6	-5	-3	14	1	98	0.4	0.5	-4	-3
37	O=C1c2c(-c3ccc(Br)cc3)noc2CCN1Cc1cn(-c2ccccc2)nn1	5	-6	.	-1	.	.	.	0.1	.	.
38	COc1cccc(-c2nc(-c3ccc4c(c3)-c3ccccc3S4(=O)=O)c(-c3ccccc3)[nH]2)c1OC	5	4	-16	0	7	114	1.0	0.3	-4	8
39	Cc1ccsc1C(=O)N1CCCC(CCC(=O)N2CCN(c3ccccn3)CC2)C1 (stereo not given)	6	5	-2	-5	-1	95	1.0	-0.1	-4	-4
40	CS(=O)(=O)N(CCc1ccccc1)CC(=O)N1CCN(Cc2ccccc2)CC1	-6	5	-14	-1	2	93	0.5	-0.3	-1	10
41	CCCCn1c(N)c(N(CCOC)C(=O)c2ccc(-c3ccccc3)cc2)c(=O)[nH]c1=O	4	-2	8	-1	3	100	-2.8	-0.1	3	8
42	O=C1CC(NNC(=O)c2ccc(Br)cc2)C(=O)N1 (stereo not given)	-2	4	-3	4	-2	99	-2.1	0.1	-1	13
43	CCCNC(=O)C1(C)CCN(C(=O)C(c2ccccc2)c2ccccc2)C1 (stereo not given)	2	-8	.	-4	.	96	-0.8	-0.2	3	11
44	O=C(O)c1cc(N/N=C/C(Cl)=C/c2ccccc2)ccc1Cl	10	3	2	0	1	96	0.8	0.2	-10	8
45	N#CC1(c2ccc(NC(=O)c3ccccc3F)cc2)CCCC1	5	-8	5	-4	5	99	-0.9	0.3	-9	-11
46	CCCCn1nnnc1C(c1ccccc1)N1CCN(c2ccccc2)CC1 (stereo not given)	1	5	.	-2	.	95	.	0.0	.	.
47	COc1ccccc1CNc1ccc2nnc(CCNC(=O)c3ccc(C)cc3)n2n1	4	-2	-4	-5	2	97	-1.9	0.0	1	13
48	COc1ccccc1N1CCN(C(=O)C2CCCN(c3ncnc4c3nc3n4CCCCC3)C2)CC1 (stereo not given)	7	-1	4	6	-9	98	0.6	-0.1	5	11
49	Cc1ccc(-c2nc3sc4c(N)ncnc4c3c3c2CCCC3)cc1	1	-7	-1	-1	-5	98	8.4*	0.7	-4	6
50	Cc1nccc(-c2cccc(N/N=C(\C#N)C(=O)c3ccccc3)c2)n1	-1	-4	-23	34	-3	101	0.5	-0.1	-2	9
51	Cc1cc(C)c(C)c(Oc2ncnc(N)c2[N+](=O)[O-])c1	-2	-9	19	-2	4	86	-2.6	-0.2	2	11
52	COc1ccccc1CN(C(=O)c1ccco1)C(C(=O)NC1CCCC1)c1ccncc1 (stereo not given)	2	2	4	-3	-1	119	0.1	0.0	0	13
53	OC(c1ccc(Cl)cc1)c1nnc(-c2ccccc2)o1 (stereo not given)	3	3	2	-2	2	92	-2.0	0.2	-2	-3
54	COc1ccc(C(O)Cn2cc([N+](=O)[O-])nc2C)cc1 (stereo not given)	-1	-4	-1	0	6	102	-1.8	0.2	-1	0
55	COc1ccc([N+](=O)[O-])cc1NC(=O)CSc1ncccn1	3	0	-1	-4	.	101	1.5	0.5	-1	4
56	O=C(CCN1C(=O)/C(=C/C=C/c2ccccc2)SC1=S)Nc1ccccn1	1	-4	3	0	0	101	34*	-0.1	-4	14
57	CCOc1ccc(-c2nnn(CC(=O)NCc3ccc(F)cc3)n2)cc1OCC	-1	-12	-1	0	18	97	0.9	0.0	0	5
58	Cc1ccnc2c1ccc1cccnc12	-10	-2	-5	-8	-1	95	-4.2	2.4	-10	6
59	O=C(COc1ccc(S(=O)(=O)NC2CCCCC2)cc1Cl)N1CCN(c2ccccc2)CC1	-3	4	-16	0	2	92	-0.4	1.0	-7	-3
60	C[C@H](CO)N1C[C@H](C)[C@@H](CN(C)S(=O)(=O)c2ccc(F)cc2)OCc2cn(nn2)CCCC1=O	-6	-6	3	4	-8	97	-0.8	-0.1	1	2
61	Cc1nc2nc(CSc3nnc(C)s3)cc(=O)n2[nH]1	2&-1	-2&-15	1&0	0&-3	10&-12	94&97	-1.3&0.5	-0.1&-0.2	0&-1	-5&0
62	CCOc1ccc(NC(=O)c2cccc(NC(=O)c3ccccc3)c2)cc1	1	-1	2	0	-1	100	2.5	0.4	2	11
63	Cc1ccc2c(c1)C1CN(C)CCC1N2C(=O)c1ccccc1NS(=O)(=O)c1cccc(C(F)(F)F)c1 (stereo not given)	15	-11	-1	2	14	97	1.6	0.0	2	3
64	Cc1ccc(C)c(S(=O)(=O)N2CCN(C(=O)[C@H](Cc3ccccc3)NC(=O)c3ccco3)CC2)c1	4	-3	7	-11	-6	100	-0.6	0.0	-1	4
65	CC(C)(C)OC(=O)N1CCC(NC(=O)c2[nH]cnc2C(=O)Nc2ccccc2F)CC1	-3	8	-3	-3	12	97	8.3*	-0.1	3	8
66	O=C(NCCc1ccccc1)C(=O)NCC1CCCN1S(=O)(=O)c1ccccc1 (stereo not given)	1	11	16	36	-3	99	0.5	-0.5	6	-7
67	O=C(CCN1CCc2ccccc2C1)Nc1ccc2c(c1)OCO2	6	3	14	0	3	100	-1.7	0.0	-1	-4

# Screens (PubChem BioAssay)

# An excerpt. The share of hits here may be higher or lower than overall.
